Bioassay records as filed in PubChem.
NCOA2 inhibitor – inhibition of GAL4-SRC2 driven luciferase reporter, primary screen, SRC2 inhibitor project, cell-based, luminescence | HEK293 GAL4-SRC2 luciferase reporter | inhibition, % at 9 µM | 370,000 compounds, 0.17% hits;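 active = inhibition above the mean inhibition of all tested compounds plus 3 SD, set per campaign, cut at about 52% in these data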;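 also: 0% = DMSO treated cells and 100% = cells given Gossypol at 36 µM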
ABHD5 PLIN5 PPI – ABHD5-PLIN5 interaction inhibitors, primary screen, cell lysate, split luciferase complementation, luminescence | Perilipin-5 (Homo sapiens) + 1-acylglycerol-3-phosphate O-acyltransferase ABHD5 (Homo … | Split G. princeps luciferase complementation, 4 h | inhibition, % at 4 µM | 360,000 compounds, 0.78% hits;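 active = inhibition above the mean inhibition across every tested compound plus 3 SD, cut at about 22% in these data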;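 also: 0% = DMSO only wells and the 100% control is not disclosed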
TLR9-MyD88 block – inhibitors of TLR9-MyD88 association in cells, primary screen, cell-based, CHO, BLA complementation, fluorescence. CCF4 FRET ratio. inhibition, % at 4.98 µM. Toll-like receptor 9 (Homo sapiens) + Myeloid differentiation primary response protein …. 340,000 compounds, 0.21% hits;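 active = inhibition above the mean over all tested compounds plus 3 SD, cut at about 21% in these data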;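 also: 0% = DMSO only wells and 100% = clavulanate BLA inhibitor control wells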
COUP-TFII inh – NR2F2 transcriptional activity inhibitors, primary screen, cell-based, luciferase reporter, HEK293T, luminescence; COUP transcription factor 2 (Homo sapiens), P24468; HEK293T NGFI-A luciferase reporter; inhibition, % at 8.6 µM; 370,000 compounds, 0.7% hits;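 active = inhibition above a per-plate cutoff, mean inhibition of test wells between control levels plus 3 SD, cut at about 38% in these data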;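 also: cells cotransfected with COUP-TFII expression vector driving the NGFI-A reporter; 0% = median of COUP-TF2 test wells and 100% = reporter-only cells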
MC4R barr agon – MC4R agonists recruiting beta-arrestin, primary screen, cell-based, luminescence, agonist arm of biased-ligand search; Melanocortin receptor 4 (Homo sapiens), P32245; U2OS MC4R beta-arrestin complementation; percent of melanotan II response, DMSO zero; activation, % at 8.9 µM; 360,000 compounds, 0.98% hits;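 active = activation above a per-plate cutoff, the mean activation of sample wells on that plate plus 3 SD, cut at about 8% in these data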
Target sequence (P32245 whole entry, looked up): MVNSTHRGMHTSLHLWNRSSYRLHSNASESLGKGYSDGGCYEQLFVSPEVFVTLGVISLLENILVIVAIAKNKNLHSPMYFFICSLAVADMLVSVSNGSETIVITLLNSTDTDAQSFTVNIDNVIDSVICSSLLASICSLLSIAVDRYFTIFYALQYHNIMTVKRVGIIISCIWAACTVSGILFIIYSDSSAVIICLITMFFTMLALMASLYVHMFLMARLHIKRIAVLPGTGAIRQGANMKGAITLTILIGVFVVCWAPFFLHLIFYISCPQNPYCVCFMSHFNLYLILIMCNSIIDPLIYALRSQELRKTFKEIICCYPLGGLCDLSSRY
LMP1 NFkB inh – EBV LMP1-driven NF-kappaB luciferase reporter inhibitors, primary screen, cell-based, luminescence, single point; LMP1-induced NF-kappaB luciferase reporter cells; inhibition, % at 12.5 µM; 350,000 compounds, 0.69% hits; in the data active = inhibition above about 41%;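 also: 0% = neutral control wells and 100% = reference inhibitor control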
NCOA3 inh – SRC3 coactivator transcriptional activity inhibitors, primary screen, cell-based, luminescence. Nuclear receptor coactivator 3 (Homo sapiens), Q9Y6Q9. HEK293 GAL4-SRC3 luciferase reporter. inhibition, % at 3.6 µM. 360,000 compounds, 0.17% hits;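 active = inhibition above a per-campaign cutoff, the mean of all compounds plus 3 SD, cut at about 60% in these data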;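 also: 0% = DMSO-treated cells and 100% = gossypol-treated cells at 36 µM; higher means less SRC3-driven luciferase light from the GAL4 reporter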
NOD2 RIPK2 PPI – NOD2-RIPK2 binding disruptors in cells, primary screen, fluorescence, CHO cells, BLA complementation; 360,000 compounds, 0.38% hits; CCF4 ratio; inhibition, % at 4.98 µM; AID 624267, 2012; Receptor-interacting serine/threonine-protein kinase 2 (Homo sapiens), O43353; in the data active = inhibition above about 21%;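 also: 0% = vehicle only and 100% = reference blocker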
Target sequence (O43353 whole entry, looked up): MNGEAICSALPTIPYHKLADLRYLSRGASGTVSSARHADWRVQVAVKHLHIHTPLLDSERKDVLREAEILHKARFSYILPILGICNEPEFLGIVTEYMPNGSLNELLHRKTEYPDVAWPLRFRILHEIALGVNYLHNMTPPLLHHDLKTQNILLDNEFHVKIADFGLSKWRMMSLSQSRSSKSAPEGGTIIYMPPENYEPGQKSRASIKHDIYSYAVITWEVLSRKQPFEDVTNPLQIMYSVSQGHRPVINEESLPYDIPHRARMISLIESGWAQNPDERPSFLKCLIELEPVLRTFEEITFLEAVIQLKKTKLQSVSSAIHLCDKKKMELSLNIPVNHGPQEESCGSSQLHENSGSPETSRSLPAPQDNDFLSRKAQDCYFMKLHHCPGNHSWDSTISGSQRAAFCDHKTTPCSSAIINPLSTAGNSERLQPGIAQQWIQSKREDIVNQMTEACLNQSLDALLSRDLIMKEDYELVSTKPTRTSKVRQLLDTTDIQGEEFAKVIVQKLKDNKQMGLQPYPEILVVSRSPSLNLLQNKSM
SRC1 inh – SRC1 coactivator transcriptional activity inhibitors, primary screen, cell-based, luminescence; Nuclear receptor coactivator 1 (Homo sapiens), Q15788; HEK293 GAL4-SRC1 luciferase reporter; inhibition, % at 3.6 µM; 360,000 compounds, 0.12% hits; AID 588354, 2011;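 active = inhibition above the campaign mean plus 3 SD, with each screening campaign given its own cutoff, cut at about 60% in these data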;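 also: 0% = DMSO treated cells and 100% = gossypol at 36 µM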
MC4R antagonist – MC4R antagonists of cAMP signaling, primary screen, cell-based, TR-FRET, antagonist arm of biased-ligand search | MC4R-expressing cells, MTII-stimulated cAMP, LANCE TR-FRET | 360,000 compounds, 0.48% hits | Melanocortin receptor 4 (Homo sapiens), P32245 | inhibition, % at 6.5 µM | AID 540295, 2011;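 active = inhibition above its plate's cutoff, the mean of tested wells on that plate plus 3 SD, cut at about 29% in these data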;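 also: 0% = Melanotan II alone and 100% = Melanotan II plus saturating MCL0020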
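Assay system: U2OS-MC4R stable cell line; Also added: Melanotan II; Technique: Eu-cAMP/anti-cAMP TR-FRET, emission 671 nm; Times: 30-min compound, 1-h challenge, 1-h detection, room temperature.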
LRH-1 inv ag – LRH-1 (NR5A2) inverse agonists, primary screen, cell-based, luminescence, HEK293T, StAR-luciferase reporter; LRH-1 transfected, 24 h; inhibition, % at 3.6 µM; 360,000 compounds, 0.13% hits;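 active = inhibition above the mean inhibition of all tested compounds plus 3 SD, cut at about 73% in these data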;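 also: 0% = DMSO wells and 100% = reporter-only cells lacking LRH-1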
An asterisk follows results filed as active; . = no result given.

SMILES	NCOA2 inhibitor	ABHD5 PLIN5 PPI	TLR9-MyD88 block	COUP-TFII inh	MC4R barr agon	LMP1 NFkB inh	NCOA3 inh	NOD2 RIPK2 PPI	SRC1 inh	MC4R antagonist	LRH-1 inv ag
CCN(CCNC(=O)C1=C(C)C(=O)OC12CCC(C)CC2)c1ccccc1 (configuration not stated)	1.7	-1.0	4.3	-5.4	0.5	-6.9	0.2	4.8	9.8	10.1	4.6
Cc1ccsc1/C=C1/C(=O)NN(c2ccccc2)C1=O	-0.7	0.9	-0.9	-6.4	-0.3	11.9	15.4	0.9	-5.6	-10.4	13.9
CN(C)S(=O)(=O)c1ccc(C(=O)OCC(=O)NC(=O)NC2CCCC2)cc1	-2.8	-4.4	-2.7	9.1	0.5	-5.4	5.8	-4.2	-5.5	3.8	12.0
CCN(CC)c1ccc(/C=C2\NC(=O)NC2=O)cc1	-8.0	-7.9	1.6	-14.8	-1.5	-0.6	16.0	-4.4	-2.5	-5.4	5.6
CC(Sc1nnnn1C1CC1)C(=O)Nc1cccc(S(=O)(=O)N2CCOCC2)c1 (configuration not stated)	10.1	5.3	0.1	-2.6	-2.9	-2.0	-9.0	-8.5	-36.9	2.3	-14.1
Oc1c(C(c2ccccn2)N2CCCCC2)cc(Cl)c2cccnc12 (configuration not stated)	-1.8	0.2	4.0	8.2	-2.8	-1.4	-2.5	-0.4	-0.7	25.3	-0.3
COc1ccc2c(c1)c(CC(=O)Nc1cc(C)ccc1C)c(C)n2C(=O)c1ccc(Cl)cc1	6.1	0.1	-2.4	-6.2	-1.6	9.1	3.7	4.7	-8.7	3.4	-0.5
CCCCCc1ccc2cc(C#N)ccc2n1	-15.3	-18.8	.	-17.5	.	.	-67.2	-2.0	-69.3	.	-63.2
O=S(=O)(CCc1ccncc1)C1Cc2cccc3cccc1c23 (configuration not stated)	8.6	5.1	7.6	1.8	-1.1	6.7	1.7	-2.3	5.8	12.6	1.7
Cc1ccc(-c2nc3c(C)cc(Br)cn3c2Cc2ccsc2)cc1	-19.1	-9.6	.	-13.7	.	.	-3.5	-2.4	10.1	.	-0.7
COc1ccccc1N1CCN(C(=O)C2CCN(S(=O)(=O)c3ccc4c(c3)CC(C)N4C(C)=O)CC2)CC1 (configuration not stated)	-6.3	-2.8	-10.7	10.5	-2.8	6.2	3.9	-8.4	-20.7	8.9	2.2
CC(C)(C)OC(=O)N(CCc1ccccc1)Cc1cccc(OCc2cccc(NC(=O)C3CC3)c2)c1	13.9	-3.1	-6.5	-2.4	1.9	1.4	1.7	-4.8	6.4	7.5	14.2
CC(=O)Nc1ccc(NC(=O)CSc2ncc(C(=O)Nc3ccc(F)cc3)c(=O)n2C)cc1	-15.8	-2.0	0.7	-18.7	-1.6	-27.9	1.8	-6.3	-10.9	20.2	19.8
CCC(CC)NC(=O)Cc1ccccc1[N+](=O)[O-]	14.6	-4.1	-17.8	12.6	0.7	-16.9	13.3	12.3	6.1	-3.9	30.2
COCCNC(=O)C(=O)N/N=C(\C)CC(=O)Nc1cccnc1	-15.6	3.0	0.8	4.8	-2.0	-2.1	13.3	-4.9	3.2	-3.4	-10.0
COc1ccc(CCN(C)C(=O)CSc2ncnc3sccc23)cc1OC	-5.3	-1.7	-6.2	5.0	-2.2	2.8	5.3	-17.2	-17.1	1.4	8.8
CC(=O)Nc1cc(-c2cccc(N)c2)cn2c(-c3ccccc3)cnc12	14.7	7.3	.	10.8	12.1*	.	-0.6	-1.0	3.1	17.7	16.1
COC(=O)C1=C(C)N=c2s/c(=C/c3cccs3)c(=O)n2C1c1cccs1 (configuration not stated)	-4.2	-7.6	6.2	-10.2	-1.6	2.5	0.2	-0.6	-2.2	5.2	2.7
COc1ccccc1C(=O)Nc1ccccc1C(=O)N1C(C)CCCC1C (configuration not stated)	-4.9	-4.3	-6.0	3.8	-1.7	8.8	-9.2	-1.8	-8.3	15.5	8.1
Cc1ccc(-c2nn(-c3ccccc3)cc2C(=O)N2CCN(C3CCS(=O)(=O)C3)CC2)cc1 (configuration not stated)	3.4	2.5	-3.6	-18.2	-0.4	0.8	11.0	1.1	-11.2	0.5	-6.6
O=C(Nc1ccc(Cl)cc1)c1ccc(-c2ccccn2)s1	-46.0	5.5	.	-52.2	-0.6	-42.8	-77.9	-0.3	-136.3	-6.6	-84.4
COc1ccc(-n2nnnc2C(c2ccccc2OC(F)(F)F)N2CCN(C/C=C/c3ccccc3)CC2)cc1 (configuration not stated)	-5.5	8.0	.	9.8	.	.	-1.9	-5.4	20.0	.	3.8
COc1ccc(C2SCC(=O)N2Cc2ccccc2)cc1 (configuration not stated)	-12.1	0.1	-15.0	12.5	-0.6	-0.9	7.6	3.6	-8.0	3.6	-6.8
CC(=O)c1ccc2c(c1)c(C#N)c1ccccc1[n+]2[O-]	-10.5	-0.6	-0.2	3.4	-1.1	12.2	13.6	-0.9	-2.1	-13.1	-4.2
Cc1ccccc1-c1cc(C(=O)Nc2sc(C(=O)OC(C)C)c(C)c2C#N)c2ccccc2n1	3.0	-0.8	5.3	21.6	1.5	32.1	55.1	-1.0	29.9	7.2	22.3
CCCCN(CCCC)CC(O)Cn1c2ccccc2c(=O)c2ccccc21 (configuration not stated)	-25.5	-3.3	.	25.0	-1.9	.	-7.0	-29.9	17.2	2.0	15.1
CC1CN(S(=O)(=O)c2ccc(C(=O)Nc3nc(-c4cc5ccccc5o4)cs3)cc2)CC(C)O1 (configuration not stated)	18.7	-3.0	1.5	5.9	-1.2	21.3	-0.9	10.0	-0.8	12.8	6.5
COc1ccccc1C(=O)NCC(=O)OCC(=O)Nc1ccc2[nH]c(=O)[nH]c2c1	-7.6	1.4	-15.0	-23.2	-3.2	-1.1	13.8	1.6	-4.6	6.0	8.2
CCCNC(=O)C1(C)CCCN(Cc2ccc(Oc3ccccc3)cc2)C1 (configuration not stated)	19.4	-1.8	.	16.9	-2.3	.	7.3	-4.5	-16.4	3.1	-9.8
CCC(NC(=O)CCc1c(C)c2cc3c(C)c(C)oc3cc2oc1=O)C(=O)N[C@@H](Cc1ccccc1)C(=O)O (some centres not stated)	-46.5	5.5	-3.0	8.7	-1.2	6.7	0.2	0.9	-31.8	10.2	-38.9

Fetched by structure from the entries so far:
SMILES	NCOA2 inhibitor	ABHD5 PLIN5 PPI	TLR9-MyD88 block	COUP-TFII inh	MC4R barr agon	LMP1 NFkB inh	NCOA3 inh	NOD2 RIPK2 PPI	SRC1 inh	MC4R antagonist	LRH-1 inv ag
COc1ccc(C2SCC(=O)N2Cc2ccccc2)cc1 (configuration not stated)	-12.1	0.1	-15.0	12.5	-0.6	-0.9	7.6	3.6	-8.0	3.6	-6.8
CN(C)S(=O)(=O)c1ccc(C(=O)OCC(=O)NC(=O)NC2CCCC2)cc1	-2.8	-4.4	-2.7	9.1	0.5	-5.4	5.8	-4.2	-5.5	3.8	12.0

More entries follow.
SMILES	NCOA2 inhibitor	ABHD5 PLIN5 PPI	TLR9-MyD88 block	COUP-TFII inh	MC4R barr agon	LMP1 NFkB inh	NCOA3 inh	NOD2 RIPK2 PPI	SRC1 inh	MC4R antagonist	LRH-1 inv ag
CC(C)n1cc(NC(=O)C2CC(c3cccc(Br)c3)=NO2)cn1 (configuration not stated)	7.0	10.7	2.4	4.9	1.6	3.0	23.3	8.7	2.0	-3.0	-1.1
COc1ccc(C2=CC3=C(Br)C(=O)C(C)(OC(=O)C4CCCC4)C(=O)C3=CO2)cc1 (configuration not stated)	.	-6.3	-1.4	.	-0.6	1.5	9.1	8.3	-14.4	8.2	10.7
CCOC1CCCc2oc(-c3ccsc3)c(-c3cnc(OC)nc3)c21 (configuration not stated)	-2.1	-3.5	.	1.0	.	.	.	-8.2	.	.	9.3
Cc1ccccc1NC(=O)Cc1nnc(NC(=O)Nc2ccccc2F)s1	1.0	1.6	5.7	6.2	-1.2	0.2	16.1	-12.4	-5.8	6.7	1.6
O=C(COc1ccc2ccccc2c1)N1CCN(C(=O)c2ccco2)CC1	3.7	9.5	6.9	11.7	1.3	2.9	12.4	6.9	-4.9	-0.7	6.5
CCCCc1ccc(NC(=O)COc2ccc(C(=O)Nc3ccccc3OCC)cc2)cc1	-1.4	-0.1	-6.5	-6.9	-0.9	-1.9	7.2	-5.4	-18.0	4.0	3.8
O=C(O)CCCNC(=O)/C(=C\c1ccccc1F)NC(=O)c1ccccc1	3.7	-6.5	-11.4	0.7	0.1	0.6	9.8	4.9	-18.3	-2.8	6.3
O=C(Nc1nnc(-c2ccc(Cl)cc2)o1)C1=COCCO1	-21.1	8.9	-4.2	-15.2	-1.2	-10.4	-14.3	-10.7	-8.8	-1.7	-1.7
CC(CC(=O)c1cccs1)CC(=O)c1cccs1	-38.0	-4.6	2.4	-57.7	0.5	-22.1	-61.4	-7.0	-62.3	-3.5	-38.0
Cc1ccc(S(=O)(=O)N2CCN(C(=O)c3cc4c(C)nn(-c5ccccc5C)c4s3)CC2)cc1	34.4	1.1	-3.2	45.7*	0.8	-2.8	-16.1	10.4	-4.8	3.3	0.1

Only part of the results is shown (hit frequency here may not be typical).
